High-throughput results deposited in PubChem BioAssay by several laboratories.
HCT116 bCat-KO: beta-catenin-lacking colon tumor cell growth suppression; viability, % at 10 µM; hit rate 1.5% among 140,000; HCT116 beta-catenin knockout viability, CellTiter-Glo, 60 h; stronger effect = lower value;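 active = viability at or under a set limit, the compound median less 4 SD, cut at about 6% in these data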;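 also: 0% = Hyamine 1622 control at 20 µM and 100% = untreated cell control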
BB579 growth dn: reduces growth of yeast BB579 in restrictive medium; S. cerevisiae BB579 growth, OD615, 48 h; inhibition, % at 10 µM; hit rate 0.51% among 140,000;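 active = inhibition above a set limit, 3 SD over the mean compound inhibition, cut at about 44% in these data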; also: inactives centre near -24
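Test system: S. cerevisiae DeaD strain BB579 yeast; Medium: restrictive CSMM-D medium; Compound: one dose, 10 µM compound with 0.25% DMSO; Incubation: 4 h cell preincubation, 48 h compound exposure, 30 °C humidified; Signal: OD at 615 nm; Benchmarks: amphotericin B at 10 µg/mL as positive control.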
Measles CPE: protection of cells from measles virus; Measles virus-infected cells, CPE protection, absorbance; protection (pct of control), % at 4 µM; AID 841; hit rate 1.5% among 140,000; in the data active = protection mostly above about 24%, no sharp cut-off; inactive = mostly below about 26%; also: some compounds called inactive have numbers as strong as hits
GALR2 antag: antagonists of human galanin receptor 2 (GALR2) | AID 828 | inhibition, % at 4 µM | GALR2-expressing cells, antagonist mode | hit rate 0.39% among 140,000; in the data active = inhibition above about 27%;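 also: cells stimulated with galanin 1-16 at roughly its EC80; 0% = agonist challenge control and 100% = basal control without agonist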
Target sequence (O43603 whole entry, looked up): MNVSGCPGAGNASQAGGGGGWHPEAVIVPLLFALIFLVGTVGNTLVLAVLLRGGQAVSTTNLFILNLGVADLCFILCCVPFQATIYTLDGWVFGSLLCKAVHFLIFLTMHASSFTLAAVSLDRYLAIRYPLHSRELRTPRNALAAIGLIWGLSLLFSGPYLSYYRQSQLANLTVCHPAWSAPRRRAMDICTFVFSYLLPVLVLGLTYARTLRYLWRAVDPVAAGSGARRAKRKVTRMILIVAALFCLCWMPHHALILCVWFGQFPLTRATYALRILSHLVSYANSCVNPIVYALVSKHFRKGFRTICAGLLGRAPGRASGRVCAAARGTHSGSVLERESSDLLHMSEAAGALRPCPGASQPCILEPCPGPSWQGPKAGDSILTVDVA
HCT116 PTEN-null: suppresses growth of cells with PTEN deletion; HCT116 PTEN-null viability, CellTiter-Glo, 60 h; stronger effect = lower value; viability, % at 10 µM; hit rate 1.2% among 140,000; AID 827;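 active = viability at or below a set limit, 4 SD under the median of all tested compounds, cut at about 3.7% in these data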;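 also: PTEN knockout HCT116 line with beta catenin targeted HCT116 as companion control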
E-sel TNF inh: TNF alpha driven E-selectin expression inhibition | HUVEC TNFa-induced E-selectin immunofluorescence, high content | inhibition, % at 2 µM | hit rate 0.71% among 120,000 | AID 1246;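 active = inhibition above the batch mean plus 3 SD, and confirmed as a hit on visual image review, cut at about 43% in these data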;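 also: 0% = TNF-stimulated DMSO wells and 100% = unstimulated control wells; not every result past the cut was called active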
Phagocyt inh: macrophage phagocytosis inhibition; J774A.1 macrophage IgG-bead phagocytosis, imaging; inhibition, % at 5 µM; hit rate 0.07% among 110,000; AID 1029;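 active = inhibition above the mean of the plate negative controls plus 5 SD, cut at about 13% in these data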;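 also: phagocytic index as fraction of beads internalized from green versus red external bead signal; plate controls were DMSO negative control for no effect and cytochalasin-D positive control for full effect; some results beyond the cut were filed as inactive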
Yeast life ext: yeast lifespan extension; S. cerevisiae growth with nicotinamide, OD615; deaD strain in restrictive glucose medium; inhibition of the nicotinamide effect, % at 10 µM; hit rate 0.68% among 130,000; AID 775;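 active = inhibition above a set limit, placed 3 SD over the median of all compounds, cut at about 26% in these data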;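 also: 0% = nicotinamide-treated wells and 100% = cells grown without nicotinamide; some compounds called inactive have numbers as strong as hits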
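System: DeaD-strain S. cerevisiae / Buffer or medium: CSMM-D, restrictive glucose (dextrose) synthetic minimal medium / Probe or stimulus: nicotinamide, 1.5 mM, co-present with compound / Compound: one concentration, 10 µM, DMSO 0.25% / Incubation: 48 h compound exposure at 30 °C, humidified / Technique: optical density (absorbance) at 615 nm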
MRP1 act: activates MRP-1. viability increase, % at 10 µM. hit rate 0.61% among 140,000. H69AR cells + doxorubicin, viability rescue, CellTiter-Glo;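 active = viability gain under doxorubicin at or above a set limit, the compound median plus 3 SD, cut at about 4.7% in these data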;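 also: MRP-1 overexpressing cells given doxorubicin 25 µM after compound pretreatment; 18-22 h compound pretreatment then 72 h with doxorubicin before readout; 0% = doxorubicin-only wells and 100% = vehicle-treated cells without doxorubicin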
NPY Y2 blocker: NPY-Y2 (human) receptor antagonism; NPY-Y2 expressing cells, antagonist mode; hit rate 0.99% among 140,000; inhibition, % at 2.7 µM; P49146; in the data active = inhibition above about 17%;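 also: 0% = vehicle with agonist challenge and 100% = reference antagonist with challenge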
Target sequence (P49146 whole entry, looked up): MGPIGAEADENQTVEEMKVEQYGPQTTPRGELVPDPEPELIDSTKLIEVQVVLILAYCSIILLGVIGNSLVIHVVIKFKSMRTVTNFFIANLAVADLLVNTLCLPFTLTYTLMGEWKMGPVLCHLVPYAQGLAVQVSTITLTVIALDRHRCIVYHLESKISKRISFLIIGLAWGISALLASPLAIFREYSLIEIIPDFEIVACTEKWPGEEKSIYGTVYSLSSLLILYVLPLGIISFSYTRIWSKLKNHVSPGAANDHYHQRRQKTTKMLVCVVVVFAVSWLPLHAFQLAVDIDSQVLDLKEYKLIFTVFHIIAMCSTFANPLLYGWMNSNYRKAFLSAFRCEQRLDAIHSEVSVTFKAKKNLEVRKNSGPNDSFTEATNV
Active calls of the source: *; . = not tested or not shown.

SMILES | HCT116 bCat-KO | BB579 growth dn | Measles CPE | GALR2 antag | HCT116 PTEN-null | E-sel TNF inh | Phagocyt inh | Yeast life ext | MRP1 act | NPY Y2 blocker
O=C(CCc1ccccc1)Nc1nnc(-c2cccs2)o1 | 95 | -14 | 18 | 2 | 105 | . | 0 | -7 | -2.7 | 10
O=C(c1cccc(C(F)(F)F)c1)N1CCN(C2CCCCC2)CC1 | 94 | -39 | 9 | -11 | 99 | 6 | 2 | -8 | -0.1 | 2
Cc1nnc(NC(=O)CSc2nc3c(c(=O)n2C)SC(C)C3)s1 (stereo unspecified) | 92 | -10 | 14 | 6 | 93 | . | 0 | -3 | -2.3 | 1
COc1cccc(/C=N/NC(=O)c2cccc([N+](=O)[O-])c2)c1OS(=O)(=O)c1ccccc1 | 76 | -37 | 6 | 12 | 69 | -6 | 4 | -15 | -2.0 | 7
c1ccc(-n2nnnc2CN2CCOCC2)cc1 | 90 | -2 | 5 | 3 | 98 | . | -2 | -4 | 0.9 | -3
CCOc1ccc(N2C(=O)CC(N(O)c3ccccc3)C2=O)cc1 (stereo unspecified) | 93 | 8 | 8 | -4 | 97 | -4 | 0 | -9 | -0.9 | 0
CCc1ccc(C2C(C#N)=C(N)SC(N)=C2C#N)cc1 | 93 | -43 | . | 5 | 101 | . | 0 | -11 | -0.5 | 0
COc1ccc(OCCSc2nnc(CC(=O)Nc3cccc(Cl)c3Cl)n2C)cc1 | 92 | -21 | 10 | -6 | 97 | -3 | . | -8 | -1.0 | 6
COCCNC(C(=O)Nc1cc(Cl)cc(Cl)c1)c1ccccc1 (stereo unspecified) | 84 | -37 | 14 | -4 | 90 | -17 | 0 | -7 | 0.1 | 5
COC(=O)c1ccc(COC(=O)CNC(=O)c2ccc(-c3ccccc3)cc2)cc1 | 93 | -26 | 10 | 2 | 95 | . | -5 | 0 | 0.0 | 4
O=C(O)C1CC=CCC1C(=O)NCc1ccccc1 (stereo unspecified) | 81 | -6 | 19 | 1 | 86 | 3 | -1 | -15 | -1.3 | 1
OC(CNCc1ccc(F)cc1)(c1ccc(F)cc1)c1ccc(F)cc1 | 46 | -50 | 24 | -5 | 58 | . | . | 3 | -3.5 | 20*
O=C(Nc1ccc2c(c1)OCCO2)c1ccc(Br)s1 | 75 | -19 | 10 | 16 | 70 | . | -10 | -4 | -0.2 | 5
O=C(c1cc(-c2cccc(O)c2)on1)N1CCc2ccccc2C1 | 93 | -14 | 9 | 2 | 100 | -8 | 0 | -15 | 1.7 | 12
Cc1cc(C)n(CC(O)Cn2c(C)c(C)c3ccccc32)n1 (stereo unspecified) | 89 | -7 | 4 | 7 | 84 | 9 | -1 | -28 | -2.9 | -3
Cc1ccc(N2C(=O)C(Cl)=C(N3CCN(C)CC3)C2=O)c(C)c1 | 86 | -20 | 8 | -1 | 90 | 9 | . | . | -0.3 | 3
O=C(COC(=O)c1ccncc1)NCc1ccccc1 | 103 | -66 | 12 | 2 | 106 | -23 | -1 | -14 | -0.4 | -3
CCc1ccccc1NC(=O)/C(=C/c1ccco1)c1ccccc1 | 82 | -32 | 4 | -5 | 86 | 11 | 0 | -9 | -4.1 | 2
Cc1ccc2c(C)ccc(O)c2n1 | 36 | -48 | 15 | 2 | 55 | -51 | 0 | -9 | -2.9 | 2
CC1(C)CC(=O)C(C(C2=C(O)CC(C)(C)CC2=O)c2cccnc2)C(=O)C1 (stereo unspecified) | 90 | -20 | 5 | 8 | 88 | -11 | -1 | 1 | -2.6 | 7
COc1cc(C(C[N+](=O)[O-])c2c(-c3ccccc3)cc3ccccn23)cc(OC)c1OC (stereo unspecified) | 56 | -53 | 21 | 5 | 35 | 42 | 0 | 78* | -2.6 | 4
CCN(CC)C(=O)CSc1nnc(-c2cc(-c3ccc(Cl)cc3)nc3ccccc23)o1 | 87 | -14 | 0 | -10 | 82 | 1 | 2 | 2 | 1.9 | 4
COc1ccc(CNC(=O)C(c2cccs2)N(Cc2ccco2)C(=O)Cc2cccs2)cc1 (stereo unspecified) | 67 | -47 | 25 | 9 | 55 | 5 | . | . | -3.5 | 12
COC(=O)CC1COc2ccccc2N1C(=O)c1ccc(C(C)(C)C)cc1 (stereo unspecified) | 74 | -51 | 4 | 10 | 71 | 41 | . | 28 | 0.3 | 4
O=C(O)c1cc(O)c2c(c1)C(=O)c1cccc(O)c1C2=O | 27 | 18 | 11 | 6 | 44 | . | . | 11 | -2.2 | 2
CCSc1nc2ccccc2n1C(=O)/C=C/c1ccc(OC)c(OC)c1 | 5.4* | -40 | 0 | -3 | 5 | 100* | -3 | 6 | -5.0 | 3
O=C(NC1CCCc2ccccc21)c1ccccc1 (stereo unspecified) | 83 | -32 | 5 | 7 | 90 | 4 | 4 | 4 | 2.7 | 2
CC(=O)N=c1c(C#N)cc2c(=O)n3ccccc3nc2n1Cc1ccccc1 | 76 | -35 | 9 | -1 | 74 | . | 2 | 0 | -2.3 | 1
Cc1ccc(S(=O)(=O)N(CC(=O)NC2CCCCCC2)c2ccccc2F)cc1 | 98 | -31 | 12 | -10 | 99 | 7 | 2 | -8 | 0.1 | 3
O=C1C=C(N2CCN(C(=O)c3ccccc3)CC2)C2(CCCCC2)O1 | 107 | -39 | 2 | 6 | 102 | -15 | . | -10 | -1.6 | 1
O=C(O)CCCCCNC(=O)c1cccc(Br)c1 | 106 | -26 | 6 | -4 | 97 | 3 | 0 | -4 | -0.3 | 4
O=S(=O)(Nc1ccc(N2CCOCC2)cc1)c1ccccc1 | 91 | -16 | 16 | -5 | 95 | 9 | 1 | -14 | -0.5 | 3
Cc1ccc(-c2nn3c(C)nnc3c3ccccc23)cc1S(=O)(=O)NCc1ccco1 | 56 | 23 | 8 | -8 | 55 | 1 | 5 | -15 | -2.1 | 11
CN(c1ccc(C(=O)NCc2ccccc2)cc1)S(C)(=O)=O | 87 | -10 | 33 | 7 | 87 | -50 | -3 | -4 | -2.3 | 0
O=S(=O)(c1ccc(Cl)s1)N1CCN(c2ncccn2)CC1 | 84 | -28 | 1 | -6 | 75 | -7 | 2 | 3 | -1.2 | -2
Cn1c(N)c(C(=O)COC(=O)C2(c3ccc(F)cc3)CCCC2)c(=O)n(C)c1=O | 99 | -77 | 8 | 1 | 107 | -35 | 0 | -8 | -0.2 | -1
Cc1ccnc(N2C(=O)C3C4CC(C(Br)C4Br)C3C2=O)c1 (stereo unspecified) | 101 | -47 | 3 | 9 | 111 | 54* | . | -1 | -0.2 | -2
Cc1nn(-c2ccccc2)c2sc(C(=O)N3CCc4ccccc4C3)cc12 | 101 | -40 | 2 | -1 | 92 | -30 | 0 | -9 | -1.7 | 7
CCN(CC)c1ncnc2c1ncn2Cc1c(Cl)cccc1Cl | 71 | -40 | 3 | -2 | 80 | -6 | . | . | 1.0 | 6
COc1ccc(C(=O)N/C(N)=N/c2nc3ccccc3o2)cc1 | 78 | -43 | 1 | -3 | . | . | 0 | -4 | -0.2 | 5

Sorted by value in Phagocyt inh (low to high): six of the compounds above
Structure	Phagocyt inh
CCSc1nc2ccccc2n1C(=O)/C=C/c1ccc(OC)c(OC)c1	-3
O=C(O)CCCCCNC(=O)c1cccc(Br)c1	0
O=S(=O)(Nc1ccc(N2CCOCC2)cc1)c1ccccc1	1
Cc1ccc(S(=O)(=O)N(CC(=O)NC2CCCCCC2)c2ccccc2F)cc1	2
O=C(NC1CCCc2ccccc21)c1ccccc1 (stereo unspecified)	4
Cc1ccc(-c2nn3c(C)nnc3c3ccccc23)cc1S(=O)(=O)NCc1ccco1	5

Returning to the listing with the 2 entries that preceded the break.
SMILES | HCT116 bCat-KO | BB579 growth dn | Measles CPE | GALR2 antag | HCT116 PTEN-null | E-sel TNF inh | Phagocyt inh | Yeast life ext | MRP1 act | NPY Y2 blocker
CCN(CC)c1ncnc2c1ncn2Cc1c(Cl)cccc1Cl | 71 | -40 | 3 | -2 | 80 | -6 | . | . | 1.0 | 6
COc1ccc(C(=O)N/C(N)=N/c2nc3ccccc3o2)cc1 | 78 | -43 | 1 | -3 | . | . | 0 | -4 | -0.2 | 5
CC1(C)CC2CC(C)(CN2c2ncnc3ccccc23)C1 (stereo unspecified) | 35 | -37 | 12 | 17 | 41 | -27 | -5 | -1 | -1.5 | 8
O=C(Nc1cccc(Cl)c1)c1cc(S(=O)(=O)NCCc2ccc(Cl)cc2)ccc1F | 48 | -26 | 22 | -17 | 27 | 20 | -3 | 0 | -3.2 | -2
CCOC(=O)C1C(=O)NC(N2CCN(c3ccccc3)CC2)=NC1c1ccccc1 (stereo unspecified) | 88 | -16 | 24 | 18 | 93 | 2 | . | -4 | -3.0 | 1
CN1CCN(c2ccc(S(=O)(=O)N3CCCCC3)cc2NC(=O)c2ccc3ccccc3c2)CC1 | 2.3* | -21 | 13 | 0 | 1.4* | . | -1 | -1 | -5.0 | 6
Cc1ccc(C2CC(c3cccc(C)c3)n3nc(N)nc3N2)cc1 (stereo unspecified) | 78 | -36 | 7 | 5 | 74 | -1 | 0 | -10 | -0.5 | 3
COc1cccc(/C=N\NC(=O)C2=NNC(=O)C2C)c1O (stereo unspecified) | 46 | 1 | 24 | -2 | 48 | . | 1 | -5 | 8.2* | 1
c1ccc(C[n+]2cccc(-c3ccccc3)c2)cc1 | 73 | -38 | 7 | 7 | 80 | . | 6 | 8 | -0.9 | 4
O=C(CCc1c[nH]c2ccccc12)NCC1CCCO1 (stereo unspecified) | 108 | -53 | 20 | 0 | 106 | -20 | 0 | -7 | -1.1 | 2
Cc1ccccc1-c1nc(Cc2ccc(Cl)cc2)no1 | 97 | -39 | 2 | -5 | 100 | 18 | -1 | -10 | -0.3 | 7
CCN(CC)S(=O)(=O)N1CCC(C(=O)NC(C)CCc2ccccc2)CC1 (stereo unspecified) | 92 | -17 | 3 | 1 | 82 | -2 | 2 | -7 | -1.2 | 4
CCOC(=O)c1c(-c2ccccc2)csc1NC(=O)C(C)NCc1ccco1 (stereo unspecified) | 85 | -29 | 12 | 4 | 90 | 43 | 1 | -4 | -0.8 | 6
CC(=O)N1CCN=C1SCc1ccc(C)cc1 | 91 | -16 | 17 | 8 | 98 | 19 | -1 | -10 | 5.6* | 2
CC(=O)c1cc(F)c(N2CCN(C(=O)COc3ccc(F)cc3)CC2)cc1C | 79 | -32 | 18 | 4 | 74 | 4 | . | . | -2.0 | 2
Cc1ccc(NC(=O)CCc2nnc(SCC(=O)Nc3ccccc3C)n2C)cc1Cl | 97 | -24 | 4 | -3 | 84 | -46 | -1 | -20 | -4.5 | 1
